PERK inhibitor = block of dimerizer-induced PERK translation repression, primary screen, PERK inhibitor project, CHO PERK-DD cells, SEAP luminescence, HTS | AID 1416, 2008 | 220,000 compounds, 0.17% hits | CHO PERK-DD fusion, SEAP luminescence translation reporter | inhibition, % at 5.6 µM;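 active means inhibition above the mean inhibition of all tested compounds plus 3 SD, set separately per screening campaign, cut at about 2.9% in these data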;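 further: PERK kinase domain activated by AP20187 dimerizer at 100 nM; 0% = DMSO with dimerizer and 100% = rapamycin at 8.4 µM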
TRPN1 ag = zebrafish TRPN1 channel agonists, primary screen, cell-based, HEK293, calcium fluorescence. transient receptor potential cation channel N1 (TRPN1/NompC), Danio rerio. activation, % at 3 µM. HEK293 zebrafish TRPN1-YFP, Fluo-8 calcium fluorescence; 100% = response to 87 µM carbachol. AID 1424, 2008. 220,000 compounds, 0.18% hits;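 active means activation above its plate's cutoff, the mean activation of test wells on that plate plus 3 SD, cut at about 19% in these data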;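 further: 0% = DMSO alone and 100% = 87 µM carbachol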
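Assay system: Zebrafish TRPN1-YFP in HEK293 cells | Incubation: Dye loading 1 h at 37 °C, then 30 min room temperature | Measured by: Kinetic Fluo-8 fluorescence, ex 470-495, em 515-575 nm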
BaF3 tox = parental Ba/F3 cell viability inhibition, counter-screen for JAK2V617F inhibitor project, murine pro-B, CellTiter-Glo luminescence. CellTiter-Glo ATP luminescence. inhibition, % at 5.6 µM. 220,000 compounds, 1.1% hits. AID 1486, 2009;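 active means inhibition above a per-campaign cutoff, the mean inhibition of all tested compounds plus 3 SD, cut at about 27% in these data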;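 further: 0% = DMSO wells and 100% = JAK Inhibitor I control wells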
TRPML3 ag = human TRPML3 channel agonists, primary screen, cell-based, HEK293 TRPML3-YFP, Fluo-8 calcium fluorescence, 3 µM; AID 1448, 2008; 100% = the carbachol control signal; 220,000 compounds, 0.29% hits; Mucolipin-3 (Homo sapiens), Q8TDD5; activation, % at 3 µM;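 active means activation above its plate's cutoff, the mean activation of the plate's test wells plus 3 SD, cut at about 12% in these data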;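 further: 0% = DMSO only wells and 100% = carbachol wells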
Target sequence (Q8TDD5 whole entry, looked up): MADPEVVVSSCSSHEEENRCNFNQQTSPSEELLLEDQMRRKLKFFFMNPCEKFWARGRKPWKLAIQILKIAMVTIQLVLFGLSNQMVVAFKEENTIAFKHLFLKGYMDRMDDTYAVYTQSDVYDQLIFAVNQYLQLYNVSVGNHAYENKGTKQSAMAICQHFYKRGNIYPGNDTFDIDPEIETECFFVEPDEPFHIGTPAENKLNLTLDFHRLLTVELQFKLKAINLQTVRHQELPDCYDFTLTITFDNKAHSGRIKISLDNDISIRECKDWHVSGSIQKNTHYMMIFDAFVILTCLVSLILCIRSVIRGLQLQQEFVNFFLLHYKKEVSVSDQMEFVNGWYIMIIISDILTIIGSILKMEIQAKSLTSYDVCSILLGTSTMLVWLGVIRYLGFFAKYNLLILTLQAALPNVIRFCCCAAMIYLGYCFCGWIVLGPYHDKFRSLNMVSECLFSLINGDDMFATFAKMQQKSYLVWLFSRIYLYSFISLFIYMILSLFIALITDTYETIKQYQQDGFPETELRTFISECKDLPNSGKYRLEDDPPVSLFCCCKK
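system = HEK293 cells stably carrying human TRPML3-YFP | doses = one concentration, 3 µM nominal, 0.3% DMSO | timing = dye loading 1 h 37 °C then 30 min ambient, 125 s read | detection = Fluo-8 calcium dye fluorescence, ex 470-495, em 515-575 nm | benchmarks = high control carbachol 87 µM, low control DMSO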
S1P4 antag = S1P4 receptor antagonists, primary screen, cell-based; Sphingosine 1-phosphate receptor 4 (Homo sapiens), O95977; S1P4-expressing cells, antagonist mode, reporter read-out; inhibition, % at 4.98 µM; 220,000 compounds, 0.26% hits; in the data active means inhibition above about 29%;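 further: 0% = wells stimulated with agonist and 100% = vehicle wells without agonist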
Target sequence (O95977 whole entry, looked up): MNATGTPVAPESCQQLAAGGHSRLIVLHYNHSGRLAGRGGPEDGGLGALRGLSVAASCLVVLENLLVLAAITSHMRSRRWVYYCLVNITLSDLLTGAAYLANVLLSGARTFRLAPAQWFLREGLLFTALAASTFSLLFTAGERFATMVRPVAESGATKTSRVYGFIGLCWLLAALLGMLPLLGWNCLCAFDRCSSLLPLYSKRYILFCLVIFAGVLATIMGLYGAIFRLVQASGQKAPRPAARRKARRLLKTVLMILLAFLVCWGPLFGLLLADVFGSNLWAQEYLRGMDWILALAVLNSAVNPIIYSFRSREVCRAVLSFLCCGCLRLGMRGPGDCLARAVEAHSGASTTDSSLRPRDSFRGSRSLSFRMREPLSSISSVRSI
Ba/F3 V617F tox = reduced viability of JAK2V617F-dependent Ba/F3 cells, primary screen, JAK2V617F inhibitor project, cell-based, Ba/F3 EpoR-JAK2V617F, luminescence | AID 1446, 2008 | inhibition, % at 5.6 µM | ATP luminescence | 220,000 compounds, 1.1% hits;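 active means inhibition above the campaign mean plus 3 SD over all tested compounds, cut at about 24% in these data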;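 further: cytokine-independent growth of Ba/F3 cells driven by EpoR plus mutant JAK2; 0% = DMSO-treated cells and 100% = JAK inhibitor I control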
EP2 modulator = EP2 receptor modulators, cAMP readout, primary screen, cell-based, HTRF cAMP, PGE2 stimulation; induction, % at 25 µM; Prostaglandin E2 receptor EP2 subtype (Homo sapiens), P43116; 260,000 compounds, 0.83% hits; AID 940, 2007; EP2-expressing cells, cAMP HTRF FRET, PGE2 co-stimulation;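 active means compounds whose cAMP rise, as percent of the full-agonist control response, exceeds 60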;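 further: rat C6 glioma line stably carrying human EP2 under a CMV promoter; the protocol text gives 20 µM as final concentration; 100% = response of wells given 1 µM PGE2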
m-calpain inh = inhibitors of pig calpain II, primary screen, biochemical, fluorogenic peptide substrate, 1536-well; AID 1236, 2008; inhibition, % at 16 µM; purified calpain II, 30 min; 220,000 compounds, 0.37% hits;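 active means inhibition above about 50%, limit read from the data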
S1P4 agonist = S1P4 receptor agonists, primary screen, cell-based | S1P4-expressing cell line, agonist reporter assay | activation, % at 4.98 µM | 220,000 compounds, 0.35% hits; in the data active means activation above about 11%;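 further: 0% = DMSO vehicle and 100% = reference agonist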
* marks the source's active call; other numbers are inactive results; . = not tested or not shown; & = joins results of further samples.

SMILES	PERK inhibitor	TRPN1 ag	BaF3 tox	TRPML3 ag	S1P4 antag	Ba/F3 V617F tox	EP2 modulator	m-calpain inh	S1P4 agonist
CC(=O)Nc1ccc(CC#N)cc1	0.6	1.0	-1	0.8	-2	0	-25	4	-1.2
COCCN(CCOC)CC(O)COC(c1ccccc1)c1ccccc1 (configuration not stated)	0.1	-0.1	4	-0.2	-1	1	-9	-5	0.5
O=C(COc1cccnc1[N+](=O)[O-])NC1CCS(=O)(=O)C1 (configuration not stated)	0.7	0.5	2	0.5	-1	-3	12	-5	-0.2
CC(NC(=O)CSc1nnc(-c2cccc(S(=O)(=O)N3CCCCC3)c2)o1)C12CC3CC(CC(C3)C1)C2 (configuration not stated)	-1.0	-0.2	6	1.0	4	-2	36	-53	-2.4
CC(=O)SC1CC(=O)N(c2ccc(C(C)(C)C)cc2)C1=O (configuration not stated)	0.8	-0.3	-1	0.7	7	-5	11	-21	0.3
CCOC(=O)c1c(CC(C)C)csc1N	0.3	-1.2	0	0.2	-10	-2	72*	20	2.4
COC(=O)/C(=C/c1ccc(OC)cc1)NC(=O)c1ccco1	0.8	0.5	0	0.4	-15	-5	11	8	-0.1
CCCCN1C(=O)C2Cc3c([nH]c4ccccc34)CN2C1=S (configuration not stated)	1.2	3.5	4	2.9	-4	6	26	8	1.3
CCCOc1ccc([N+](=O)[O-])cc1C1NC(=S)NC(c2ccccc2)=C1C(=O)OCC (configuration not stated)	0.4	0.6	7	-0.5	2	3	18	-51	-1.4
CCOC(=O)c1[nH]c2ccccc2c1NC(=S)Nc1ccccc1C	0.3	-1.0	10	0.4	-3	0	30	7	0.8
Cn1cc(/C=C2\SC(=S)N(NC(=O)c3ccccc3)C2=O)c2ccccc21	-0.4	2.8	3	1.8	-19	2	25	15	0.3
CC(C)CCC(C(=O)O)C(C)CC(=O)NC1CCCCC1 (configuration not stated)	0.8	-0.9	3	0.9	-22	-3	11	-9	-2.6
N#CC1=C(N)Oc2n[nH]c(-c3ccccc3)c2C1c1ccsc1 (configuration not stated)	1.3	-1.2	1	0.9	-3	0	-63&-20	-26	-3.1
C[C@H](N)c1nnc(SCc2ccc(Cl)cc2Cl)o1	0.5	-0.4	-1	-0.2	-15	-4	-8	-36	-0.2
CCCCOC(=O)CCn1c(=S)oc2ccccc21	1.1	-1.9	4	-0.7	5	2	26	-6	1.2
c1ccc(SCc2cc(-c3ccccc3)no2)cc1	1.9	-1.5	2	0.2	-5	0	-13	18	-0.1
COC(=O)C1=C(C)NC(=O)NC1c1cccc(OC)c1OCc1ccccc1 (configuration not stated)	-1.5	-0.9	2	0.2	0	-2	31	-34	0.4
CC(C)OC(=O)c1sc2nc3c(cc2c1N)C(=O)CCC3	-0.2	-0.8	5	-0.1	-11	4	13	5	-2.4
COc1ccc(/C=N/NC(=O)c2cc(C)oc2C)cc1OC	1.4	-0.8	-1	0.9	4	-1	-31	-6	-0.1
O=C(Nc1ncc(Cl)cc1Cl)c1c(F)cccc1Cl	0.4	0.0	7	0.3	4	3	-5	-50	-0.1
CCOC(=O)C1(Cc2cccc(Cl)c2)CCCN(C(=O)CCC(=O)N(C)C)C1 (configuration not stated)	-0.6	-1.3	9	1.0	4	2	15	-21	-0.3
CCN(Cc1ccccc1)S(=O)(=O)c1ccc(S(=O)(=O)N(Cc2cccc(OC)c2)CC2CCCO2)cc1 (configuration not stated)	-0.8	1.7	6	1.9	-2	-1	-14	8	2.6
O=[N+]([O-])c1ccc(Cl)c(C2Nc3cccc4cccc(c34)N2)c1	-1.9	-3.6	103*	-1.9	59*	100*	16	6	-0.2
CCCC1=C(C(=O)OCC)C(c2ccco2)n2ncnc2N1 (configuration not stated)	-1.7	-0.4	-4	-0.2	6	0	30	-4	0.6
Cc1ccc(C2C(C(=O)c3cc4ccccc4o3)=C(O)C(=O)N2CCN2CCOCC2)o1 (configuration not stated)	0.0	0.9	-4	0.9	4	-3	18	-36	0.5

Shown as a hit in EP2 modulator, among the entries above:
| molecule | PERK inhibitor | TRPML3 ag | S1P4 antag | EP2 modulator | m-calpain inh | S1P4 agonist |
| --- | --- | --- | --- | --- | --- | --- |
| CCOC(=O)c1c(CC(C)C)csc1N | 0.3 | 0.2 | -10 | 72* | 20 | 2.4 |

(list continues)
SMILES	PERK inhibitor	TRPN1 ag	BaF3 tox	TRPML3 ag	S1P4 antag	Ba/F3 V617F tox	EP2 modulator	m-calpain inh	S1P4 agonist
Cc1ccc(-c2nc3ncccn3c2Nc2ccc3c(c2)OCCO3)cc1	-0.7	-0.9	4	0.6	-7	-2	-5	17	0.8
COc1ccc(N2CCN(C(=O)CN(C)S(=O)(=O)c3cnc[nH]3)CC2)cc1	0.5	0.1	0	1.1	11	0	11	-1	0.6
CCc1ccc(N2C(=O)Cc3c2nc(N)c(C#N)c3N)cc1	0.3	0.4	0	0.2	-9	-2	3	-1	3.0
O=C1Cc2ccccc2N1c1c(Cl)cccc1Cl	0.0	-2.4	2	-1.1	-9	-2	26	8	0.1
CNC(=O)NC(=O)C(C)OC(=O)c1c(C)noc1C (configuration not stated)	0.4	-0.5	-1	0.4	-15	-6	1	-12	-2.1
Cc1cc(C)n(C(CC(=O)N2CCc3ccccc3C2)C(=O)O)n1 (configuration not stated)	0.0	1.0	3	0.7	-15	-1	-4	21	1.1
O=C1CC(/C=C/c2cccnc2)=Nc2ccccc2N1	0.0	1.2	8	0.8	-6	5	-30	17	0.1
Nn1c(SCC(=O)Nc2ccc3c(c2)OCO3)nnc1-c1ccccc1	-0.2	-0.6	3	-0.4	7	-1	20	-7	0.5
Cc1cc(-c2ccccc2)nc2oc3c(c12)NC(=O)CN(c1ccccc1)C3=O	0.4	1.8	1	0.6	5	5	-18	22	-0.8
CCOC(=O)c1ccc(NC(=O)N2CCN(CCc3ccccc3)CC2)cc1	-1.1	-0.8	1	0.9	-1	-6	-8	-13	-1.5
COc1ccc(C(=O)NC(=S)NNC(=O)COc2ccccc2)cc1	0.8	-0.6	0	-0.6	-8	-3	-27	-16	0.5
CCCCOc1ccc(S(N)(=O)=O)cc1	1.8	0.6	0	-0.6	-17	-3	23	-17	1.6
CCCCC1(Cc2ccc([N+](=O)[O-])cc2)C(=O)N(c2ccccc2)N(c2ccccc2)C1=O	-0.3	-2.4	7	-0.2	0	4	34	10	0.4
CCNC(=O)C(=O)NCCc1ccc(Cl)cc1	-0.2	-0.1	5	-0.3	-28	6	-5	-4	0.0
CC(C)CC(c1nnnn1Cc1ccc(F)cc1)N1CCC(C(N)=O)CC1 (configuration not stated)	0.0	-0.2	5	-0.3	-8	-5	-32	-7	0.0
CC1(C)SC(=S)N(/N=C/c2cccnc2)C1N(O)C(=O)NC1CCCCC1 (configuration not stated)	-1.2	0.6	0	1.2	-9	1	36	3	-0.7
CCCOc1ccc(CCCN=C(N)N)cc1Cl	0.3	-1.1	46*	0.0	-8	25*	-49	-3	1.5
CCN(CC)c1ccc(C2Nc3cccc4cccc(c34)N2)c(O)c1	1.7	0.0	5	-0.6	0	1	.	.	-1.7
COCCNCCCCOc1ccc(Br)cc1C	-0.2	0.7	3	1.0	6	0	-46	-2	-2.0
COc1ccc(S(=O)(=O)N2CCOCC2)cc1NC(=O)COc1ncnc2ccccc12	-0.2	0.0	1	1.3	-17	3	-7	22	1.5
O=C(NCC1CCCO1)/C(=C/c1ccccc1)NC(=O)c1ccccc1 (configuration not stated)	1.7	1.0	7	0.4	-25	0	27	-29	28*
Cc1cc(C)cc(NC(=O)C2CCCN(c3nc(C)cc(C)n3)C2)c1 (configuration not stated)	1.0	0.1	5	0.8	-5	-1	20	-1	-0.3
COCCNC(=O)c1cc(C)ccc1C	1.3	0.7	0	0.4	-7	-1	7	-21	-0.2
CCc1nnc(NC(=O)CSc2nnc(-c3c[nH]c4ccccc34)n2C)s1	0.7	0.0	0	-1.1	-13	-2	21	-4	1.7
O=c1[nH]cnc2cc(-c3ccccc3)sc12	-0.8	1.1	5	0.0	-34	1	-13	14	5.6

Taken from above.
Value for CC(C)CCC(C(=O)O)C(C)CC(=O)NC1CCCCC1 (configuration not stated) under PERK inhibitor: 0.8
Value for CCN(Cc1ccccc1)S(=O)(=O)c1ccc(S(=O)(=O)N(Cc2cccc(OC)c2)CC2CCCO2)cc1 (configuration not stated) under TRPN1 ag: 1.7
Value for CCCC1=C(C(=O)OCC)C(c2ccco2)n2ncnc2N1 (configuration not stated) under m-calpain inh: -4
Value for CCOC(=O)c1[nH]c2ccccc2c1NC(=S)Nc1ccccc1C under PERK inhibitor: 0.3

Continued:
SMILES	PERK inhibitor	TRPN1 ag	BaF3 tox	TRPML3 ag	S1P4 antag	Ba/F3 V617F tox	EP2 modulator	m-calpain inh	S1P4 agonist
O=C(Nc1nccs1)c1cncc(Br)c1	-0.1	1.5	1	0.2	-29	4	3	13	-0.6
COc1ccc(N=C2C(=Nc3ccc(OC)cc3)N(c3ccc(OC)cc3)C(=S)N2c2ccccc2)cc1	-0.9	1.6	5	0.3	0	1	28	-31	0.3
CN(NC(=O)c1ccccc1)c1ncc(C(F)(F)F)cc1Cl	1.3	0.8	-2	-0.3	0	-3	-13	-20	-0.5
O=C(N/N=C/c1cccs1)c1n[nH]c2c1CCC2	0.5	-0.8	0	0.8	-4	0	10	6	0.0
CC1(O)c2ccccc2C(=O)N1CCc1ccccc1F (configuration not stated)	-0.2	-0.7	4	0.6	-1	0	4	-7	-3.2
Cc1ccccc1-c1oc(C)c(C)[n+]1[O-]	0.7	1.2	5	0.8	6	-2	21	-53	-0.3
CC(C)C12CN3CC(C(C)C)(CN(C1)C3(C)C)C2=O	0.9	-2.2	4	1.7	6	-2	17	-29	0.4
O=c1cnnc(NCc2ccccc2)[nH]1	-0.7	1.9	-2	0.1	7	0	-18	17	0.8
CN(C)c1nc(Cl)cc(N2CCOCC2)n1	0.4	1.0	1	1.3	13	1	9	-40	-0.9
CCN1C(=O)N(C)C(N(O)C(=O)NC)C1(C)C (configuration not stated)	1.3	1.2	7	0.2	7	4	-15	23	-1.1
CC(C)N(C(=O)Nc1ccc2nsnc2c1)C(C)C	1.2	0.7	2	0.5	8	4	-64&-31	-458	1.7
COCCn1cnc2c1c(=O)n(CC(=O)OCC#N)c(=O)n2Cc1ccccc1	0.5	-1.2	-1	-0.8	-20	-7	-16	-8	-0.5
COc1cccc(-n2nnnc2SCC(=O)NCc2ccco2)c1	-0.2	-1.0	3	-0.3	-19	4	10	-8	-0.5
N/C(=N\OC(=O)CC1CCCCC1)c1ccc([N+](=O)[O-])cc1	1.2	0.1	4	1.4	-14	-1	22	-6	-0.4
O=C(C1CCN(S(=O)(=O)c2cccc3nsnc23)CC1)N1CCc2ccccc21	-0.9	1.8	10	0.1	10	2	-31	2	2.2

Compound activity deposited in PubChem by several laboratories.
